SR-BI HDL uptake: mouse SR-BI HDL lipid transfer inhibition. AID 488896. inhibition, % at 12.5 µM. ldlA[mSR-BI] CHO cells, DiI-HDL uptake fluorescence, 3 h. Q61009. hit rate 0.96% among 320,000;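 active = mean replicate inhibition of at least 70% and a set share of replicates each scoring 70 or more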;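 note: 0% = median of neutral control wells and 100% = median of positive control wells; values of inactives mirror those of a sister screen read the other way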
Target sequence (Q61009 whole entry, looked up): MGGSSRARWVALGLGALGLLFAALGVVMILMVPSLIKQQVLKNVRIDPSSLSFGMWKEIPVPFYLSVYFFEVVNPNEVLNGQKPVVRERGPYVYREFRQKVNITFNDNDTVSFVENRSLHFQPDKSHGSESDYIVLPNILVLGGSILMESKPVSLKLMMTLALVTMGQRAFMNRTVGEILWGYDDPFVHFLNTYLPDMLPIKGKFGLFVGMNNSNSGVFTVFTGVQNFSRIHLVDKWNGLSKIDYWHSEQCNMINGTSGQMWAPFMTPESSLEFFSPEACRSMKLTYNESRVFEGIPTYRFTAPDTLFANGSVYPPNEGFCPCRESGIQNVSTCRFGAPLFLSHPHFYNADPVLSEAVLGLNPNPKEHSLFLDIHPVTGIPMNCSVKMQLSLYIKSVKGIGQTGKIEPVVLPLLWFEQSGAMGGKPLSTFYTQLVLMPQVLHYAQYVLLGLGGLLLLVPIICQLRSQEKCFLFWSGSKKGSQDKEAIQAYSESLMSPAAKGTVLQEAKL
SR-BI uptake up: enhances SR-BI lipid uptake from DiI-HDL; CHO ldlA[mSR-BI] cells, DiI-HDL uptake fluorescence, 3 h; 100 = double the neutral-control signal; activation, % at 12.5 µM; hit rate 0.096% among 320,000; AID 504775;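 active = mean replicate activation of at least 60% and every replicate at or above 60%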;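 note: 0% = median plate neutral-control signal and 100% = twice that signal; values of inactives mirror those of a sister screen read the other way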
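Assay system: LDL receptor-deficient CHO ldlA cells overexpressing murine SR-BI / Medium: BSA-supplemented, HEPES-buffered Ham's F12, pH 7.4 / Probe or stimulus: DiI-labelled HDL at 10 µg/mL final / Timing: compound with DiI-HDL co-incubation, 3 h at 37 °C / Technique: bottom-read cell fluorescence after medium removal, ex 550/em 595 nm / Measure: HDL uptake via cellular fluorescence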
MITF TRPM1 HTS: increases MITF-driven TRPM1 promoter luciferase signal; SK-MEL-5 TRPM1-promoter luciferase, 24 h; % of positive control, neutral wells = 0; activation, % at 12.5 µM; hit rate 0.75% among 300,000; AID 588334;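 active = mean activation of at least 80% with every replicate also reaching 80%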;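 note: 0% = neutral control wells and 100% = parthenolide positive control wells; values of inactives mirror those of a sister screen read the other way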
Ecoli viability: bacterial growth inhibition, counter-screen for AddAB inhibitors; E. coli V3065 growth, OD600 absorbance, 18 h; inhibition, % at 11.9 µM; hit rate 0.27% among 330,000;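 active = inhibition above the campaign's mean inhibition across all tested compounds plus 3 SD, cut at about 9.9% in these data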;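 note: uninfected addAB+ strain grown without phage in ampicillin broth; 0% = DMSO wells and 100% = ciprofloxacin 0.95 µg/ml wells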
Wnt act: activators of Wnt/beta-catenin signaling | AID 743398 | activation, % at 9.35 µM | Wnt/beta-catenin reporter cell assay, activator, plate reader | hit rate 1.2% among 300,000; in the data active = activation above about 30%, passing the limit was not always enough;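 note: 0% = neutral control wells and 100% = positive control wells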
phage Ecoli inh: E. coli growth loss with phage present | growth absorbance | inhibition, % at 11.9 µM | hit rate 0.26% among 360,000 | AID 651602; in the data active = inhibition above about 11%
CAL PDZ FP-1: blocks peptide binding to the human CAL PDZ domain | Q9HD26 | purified CAL PDZ, TMR-peptide fluorescence polarization, 1 h | inhibition, % at 24.9 µM | hit rate 0.92% among 300,000 | AID 602252;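 active = mean inhibition of at least 30% with at least half of replicates also reaching 30%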;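 note: 0% = DMSO neutral control and 100% = excess unlabeled competitor peptide PRC23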
Tat export inh: blocks Tat-dependent protein export in E. coli | E. coli MC4100 TorA-mCherry Tat export, fluorescence | AID 488895 | inhibition, % at 10 µM | hit rate 0.036% among 340,000;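 active = mean replicate inhibition at least 50% and at least half of replicates individually reaching 50%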;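 note: exported cargo escapes ClpAP degradation while cytoplasmic cargo is degraded and loses fluorescence; 0% = median of neutral control wells and 100% = median of NaSCN control wells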
AddAB inh: less growth of phage-infected E. coli with AddAB; E. coli expressing H. pylori AddAB, absorbance growth; inhibition, % at 11.9 µM; hit rate 0.29% among 330,000; AID 435030; in the data active = inhibition above about 12%;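 note: 0% = vehicle wells of infected cells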
CAL PDZ FP-2: blocks peptide binding to human CAL PDZ domain | Q9HD26 | purified CAL PDZ, TMR-peptide fluorescence polarization, 1 h | inhibition, % at 20 µM | hit rate 0.02% among 330,000 | AID 504414;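 active = highest replicate inhibition of at least 40%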;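 note: plate controls were DMSO neutral control wells for no effect and unlabeled competitor peptide control wells for full effect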
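material = purified tagged CAL PDZ domain construct (CerCALP) | buffer or medium = sodium phosphate/NaCl buffer pH 7.4 with TCEP, IgG, Thesit | reagent = TMR-labelled reporter peptide T*-PRC34 bound in PDZ groove | incubation = 1 h room-temperature incubation prior to read | measured by = fluorescence polarization (mP) | evaluation = percent inhibition from loss of millipolarization | control set = unlabelled peptide and DMSO controls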
Numbers without * were called inactive; x = no result given; & = joins results of further samples.

SMILES | SR-BI HDL uptake | SR-BI uptake up | MITF TRPM1 HTS | Ecoli viability | Wnt act | phage Ecoli inh | CAL PDZ FP-1 | Tat export inh | AddAB inh | CAL PDZ FP-2
CC(=O)Nc1ccc(S(=O)(=O)NC(C(=O)O)C2=CCC=CC2)cc1 (centres undefined) | -18 | 18 | -3 | 1.8 | -3 | 2.2 | 0 | -9 | 3.8 | -1.0
Cc1ccc(C(O)(c2ccccc2)c2ccccc2C(C)N(C)C)c(C)c1 (centres undefined) | -5 | 5 | 10 | -1.1 | -14 | 1.0 | -6 | -7 | 1.5 | -1.9
COC(=O)c1c(NC(=O)COC(=O)CC(NC(C)=O)c2ccccc2)sc(C)c1C (centres undefined) | 27 | -27 | 4 | -0.2 | 3 | 0.8 | -3 | -5 | 0.3 | -2.3
CCn1ncc(N2CCOCC2)c(Cl)c1=O | -30 | 30 | x | -1.4 | 5 | 1.4 | -2 | -5 | -2.1 | -2.8
COc1ccc(/C=N/NC(=O)CC(=O)NCc2cccnc2)cc1[N+](=O)[O-] | -5 | 5 | -2 | 0.5 | 0 | 1.2 | -3 | 5 | -0.9 | -2.5
CNc1nc(NC)nc(NNC(=O)c2ccccc2)n1 | -26 | 26 | -17 | x | -3 | 1.9 | -2 | 1 | x | -0.3
CCc1nnc(NC(=O)C2=CCN(S(=O)(=O)c3ccc(F)cc3)CC2)s1 | -8 | 8 | 2 | -4.1 | 0 | 1.1 | 0 | -1 | -1.7 | -1.5
CC(C)CC(NC(N)=O)C(=O)OCC(=O)Nc1ccc(OC(F)F)cc1 (centres undefined) | -2 | 2 | -3 | 0.3 | -2 | 1.5 | 0 | 0 | 0.1 | -0.5
CCn1c(SCC(=O)Nc2sccc2C(N)=O)nnc1C1CC1 | 26 | x | -1 | 0.6 | -3 | 0.3 | -2 | -3 | 0.2 | -2.3
COc1cccc(-c2cc(C(=O)Nc3cccnc3)c3ccccc3n2)c1 | 55 | -55 | -6 | 0.5 | 3 | 2.8 | -5 | 38 | 3.5 | -1.4
CNC(=O)NC(=O)C(C)OC(=O)CCCc1nc2ccccc2s1 (centres undefined) | 0 | 0 | -2 | 1.7 | -1 | 1.2 | 5 | -10 | -0.2 | -0.4
Cc1ccccc1NC(=O)CSC1=C(C#N)C(c2ccsc2)CC(=O)N1 (centres undefined) | -8 | 8 | 8 | -1.9 | x | 1.4 | -2 | -4 | 2.2 | -0.4
COc1ccc(Nc2ccc(N3C(=O)CCCC3=O)cc2[N+](=O)[O-])cc1OC | 10 | -10 | -5 | 2.4 | x | 1.8 | 3 | 2 | 4.5 | 0.3
COC(=O)CN(c1cc([N+](=O)[O-])ccc1OC)S(C)(=O)=O | -16 | 16 | 12 | 0.6 | -3 | 2.6 | 6 | -5 | 1.8 | 0.3
CN(Cc1ccccc1F)C(=O)c1ccc(NC(=O)CC2SC(N3CCCCC3)=NC2=O)cc1 (centres undefined) | 3 | -3 | -7 | x | 0 | -0.3 | x | -5 | x | -1.1
O=C1NC(=S)S/C1=C\c1cccc([N+](=O)[O-])c1 | -15 | 15 | -11 | x | -1 | 2.5 | -3 | -6 | x | 0.7
O/N=C/c1ccc2cccc(O)c2n1 | x | x | -6 | -1.5 | 3 | 1.3 | -2 | 1 | 2.2 | -2.1
CC(c1ccc(F)cc1)n1c(-c2cccs2)n[nH]c1=S (centres undefined) | -10 | 10 | 26 | -0.6 | -5 | 3.6 | -7 | -1 | 5.2 | -0.5
CC(C)CCNC(=O)C1CCC(CNS(=O)(=O)c2cccc3nsnc23)CC1 (centres undefined) | -1 | x | -2 | -0.6 | x | x | -2 | 0 | 2.9 | -2.4
N#C/C(=C\c1ccc(-c2ccccc2C(=O)O)o1)c1nc2ccccc2[nH]1 | -13 | 13 | 2 | -0.4 | 2 | 1.0 | -2 | -1 | 0.7 | x
CCN=c1scc(C)n1/N=C/c1cc(Br)c(O)c(OC)c1 | 72* | -72 | 20 | 0.4 | 3 | 0.9 | -2 | 2 | -2.0 | -0.3
CC(C)(C)c1nnc(NC(=O)C2CCN(C(=O)c3ccco3)CC2)s1 | x | x | x | -0.9 | -3 | 3.5 | -4 | 5 | 6.4 | -0.8
CN(C(=O)c1cc(COc2ccc(F)c(F)c2)on1)C1CCOC1 (centres undefined) | 6 | -6 | 19 | 0.3 | 6 | 11* | 1 | -6 | -11 | 0.1
O=C(CNC(=O)c1ccncc1)N/N=C/c1ccc(O)cc1O | x | x | 2 | 0.7 | -5 | -0.1 | 3 | 2 | -0.2 | 1.8
C/C(=N\NC(=O)CNc1cccc(C)c1)c1ccc(Br)s1 | 4 | -4 | 9 | -0.4 | 0 | 2.6 | -4 | 6 | 0.2 | -0.3

3 structures out of the list, arranged by length of the SMILES, falling:
SMILES | SR-BI HDL uptake | SR-BI uptake up | MITF TRPM1 HTS | Ecoli viability | Wnt act | phage Ecoli inh | CAL PDZ FP-1 | Tat export inh | AddAB inh | CAL PDZ FP-2
CCc1nnc(NC(=O)C2=CCN(S(=O)(=O)c3ccc(F)cc3)CC2)s1 | -8 | 8 | 2 | -4.1 | 0 | 1.1 | 0 | -1 | -1.7 | -1.5
Cc1ccc(C(O)(c2ccccc2)c2ccccc2C(C)N(C)C)c(C)c1 (centres undefined) | -5 | 5 | 10 | -1.1 | -14 | 1.0 | -6 | -7 | 1.5 | -1.9
Cc1ccccc1NC(=O)CSC1=C(C#N)C(c2ccsc2)CC(=O)N1 (centres undefined) | -8 | 8 | 8 | -1.9 | x | 1.4 | -2 | -4 | 2.2 | -0.4

(list continues)
SMILES | SR-BI HDL uptake | SR-BI uptake up | MITF TRPM1 HTS | Ecoli viability | Wnt act | phage Ecoli inh | CAL PDZ FP-1 | Tat export inh | AddAB inh | CAL PDZ FP-2
O=[N+]([O-])c1cc(Br)ccc1NS(=O)(=O)c1ccccc1 | -26 | 26 | -12 | x | -8 | 1.0 | -41 | 1 | x | 1.2
CCN(CC)CC(O)Cn1c(-c2cccc(Cl)c2)nc2cc(C)c(C)cc21 (centres undefined) | x | x | x | -2.1 | 26 | -0.2 | 0 | -3 | 1.3 | 0.3
CCN(CC)c1ccc(NC(=O)COC(=O)C23CCC(=O)N2c2ccccc2S3)cc1 (centres undefined) | -9 | x | 0 | -2.7 | -1 | 2.9 | -3 | 3 | -0.2 | -1.3
CN(C)c1ccc(N=Nc2ccc(S(N)(=O)=O)cc2)cc1 | 14 | -14 | 67 | -1.9 | 42* | -0.3 | 44* | -5 | 0.1 | -0.7
CCOC(=O)N1CCC(Nc2c(-c3ccccc3)c(=O)c2=O)CC1 | 21 | -21 | 4 | -0.4 | x | 0.2 | x | -4 | -0.7 | -0.4
COc1ccc(NC(=O)C2CCCN(c3c4c(nc5ncnn35)CCC4)C2)cc1OC (centres undefined) | 35 | -35 | -8 | -0.9 | x | 3.4 | x | 8 | -0.9 | -0.1
Cn1c(C(=O)N2CCCC(C(=O)O)C2)cc2sccc21 (centres undefined) | x | x | 6 | 0.2 | x | 2.4 | 1 | -5 | 1.6 | -0.5
CCOc1ccc(/C=C/C(=O)c2ccc(-c3ccccc3)cc2)cc1 | -17 | 17 | 3 | -1.0 | 6 | 2.1 | 3 | -7 | -0.2 | -0.2
Cc1onc(-c2ccccc2Cl)c1C(=O)OCC(=O)N1CCCCC1 | 7 | -7 | -4 | 0.3 | 2 | 3.3 | x | 2 | 1.0 | 0.0
COc1ccc(CCC(=O)OCC(=O)Nc2sccc2C#N)cc1 | -12 | 12 | -12 | -1.6 | 5 | 2.5 | -1 | -3 | 1.3 | 0.6
CC(=O)N1C=CN(C(C)=O)C(c2cn(C)c3ccccc23)C1c1cn(C)c2ccccc12 (centres undefined) | 20 | -20 | x | -2.8 | -2 | 2.5 | 0 | 14 | 4.6 | 0.2
COc1ccc(-c2nc(C3CCCCC3)no2)cc1OC | -10 | 10 | 106* | 2.1 | -2 | 2.4 | x | -3 | 1.9 | -2.3
COc1cc(/C=C/c2nc3ccccc3c(=O)[nH]2)cc(OC)c1OC | 11 | -11 | 23 | -1.3 | 9 | 1.4 | -8 | -7 | -1.2 | 0.6
Cc1cccc2nc(CSc3ccc(Cl)cc3)cn12 | 10 | -10 | 101* | -0.2 | 13 | 3.3 | x | 0 | -2.2 | -0.8
CN(Cc1ccco1)C(=O)CSc1nn2c(=O)c(C(C)(C)C)nnc2s1 | -13 | 13 | -15 | -0.1 | 1 | 1.8 | 2 | -2 | 1.0 | -0.1
CN1CCNC(=O)C1CC(=O)NCC1(c2ccccc2)CCCCC1 (centres undefined) | 1 | -1 | -11 | 0.9 | -1 | 1.0 | 0 | -5 | 0.0 | -1.7
O=C(NNC(=O)c1ccccc1F)c1ccc(NS(=O)(=O)c2ccc(F)cc2)cc1 | -1 | 1 | 5 | x | 0 | 3.3 | 0 | -1 | x | -2.9
CCN(C(=O)c1coc(=O)c2ccccc12)c1cc(OC)ccc1OC | -20 | 20 | 5 | 0.7 | -1&1 | -0.9 | 0 | -9 | -1.0 | -0.8
CCCN(C(=O)c1ccc(N(C)S(=O)(=O)c2ccc(C)cc2)cc1)C1CCS(=O)(=O)C1 (centres undefined) | 7 | -7 | -12 | 0.8 | -1 | 2.0 | -7 | -4 | -0.1 | -2.5
CCn1nnc2cc(C(=O)NCC(c3ccccc3OC)N(C)C)ccc21 (centres undefined) | x | x | -1 | 1.4 | 1 | 3.1 | -4 | -3 | 2.1 | -1.1
COc1ccc(C(=O)NCC(C)NC(=O)c2ccc(OC)c(Br)c2)cc1Br (centres undefined) | x | x | x | -0.6 | 2 | 0.0 | x | x | 1.3 | x
Cc1nc(NCCC(C)C)c2nnn(Cc3ccccc3)c2n1 | 26 | -26 | 10 | 1.0 | 0 | -0.6 | 0 | 4 | 2.0 | -3.4
CCCCN(C)C(=O)c1nc2ccccn2c1CNC1CCC1 | -6 | 6 | 1 | 2.5 | -1 | 1.9 | -3 | -6 | 3.5 | -0.4
CC(C)NCC(O)COCc1ccc(Cl)cc1 (centres undefined) | -6 | 6 | -2 | 2.5 | -5 | -2.5 | -1 | -1 | 3.1 | -1.5
O=C(CSc1nn(-c2ccc(F)cc2)c(=S)s1)NCC1CCCO1 (centres undefined) | 21 | -21 | -5 | -0.2 | 0 | 4.7 | x | 14 | 2.4 | -1.3
COc1ccc(CNc2nc3c(c(=O)n(Cc4ccc(F)cc4)c(=O)n3C)n2C)cc1 | 0 | 0 | -11 | -0.9 | -8 | 3.1 | -3 | 1 | 1.0 | -2.4
O=C1NCCN(Cc2ccc(-c3ccccc3)cc2)C1CC(=O)N1CCN(CCO)CC1 (centres undefined) | -12 | 12 | 5 | 0.4 | -7 | 3.7 | 5 | 3 | 1.3 | -0.1
Cn1c(=O)c2c(nc(CN3CCN(C(=O)c4ccco4)CC3)n2Cc2ccc(F)cc2)n(C)c1=O | 16 | -16 | 1 | -0.6 | x | -0.5 | -2 | 6 | 0.6 | -1.7
COc1ccc2c(C)cc3nncn3c2c1 | 2 | -2 | 10 | -2.4 | -2 | 0.8 | 4 | 3 | -0.7 | -3.1

No enrichment for hits. About 3.6% of those tested had a hit in this group.
